PfM18AAP inh: PfM18AAP inhibitors, malaria aminopeptidase, primary screen, biochemical, QFRET, recombinant enzyme | inhibition, % at 7.35 µM | AID 1822, 2009 | 290,000 compounds, 1.2% hits | H-Glu-NHMec fluorogenic cleavage;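 active = inhibition above the campaign mean inhibition over all tested compounds plus 3 SD, cut at about 28% in these data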;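 note: 0% = plate median of test compound wells and 100% = 2 mM ZnCl2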
NALP1 inh: NALP1 inflammasome inhibitors in reconstituted yeast, colorimetric, S. cerevisiae, triplicate retest; S. cerevisiae NALP1/ASC/caspase-1 growth, X-gal OD620, 72 h; inhibition, % at 10 µM; 280,000 compounds, 0.61% hits; AID 2071, 2009; in the data active = inhibition mostly above about 24%, no sharp cut-off; inactive = mostly below about 32%; note: some compounds called inactive have numbers as strong as hits
IMP-1 inh: IMP-1 metallo-beta-lactamase inhibitors, primary screen, biochemical, epi-absorbance readout, Pseudomonas aeruginosa enzyme | metallo-beta-lactamase IMP-1 (Pseudomonas aeruginosa) | 290,000 compounds, 0.45% hits | purified IMP-1, nitrocefin hydrolysis, epi-absorbance fluorescence | inhibition, % at 5.6 µM;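 active = inhibition above the mean plus 3 SD of all compounds in the same screening run, cut at about 4.5% in these data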;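 note: 0% = IMP-1 with DMSO and 100% = DMSO wells lacking enzyme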
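System: Purified recombinant IMP-1 metallo-beta-lactamase enzyme | Measured by: Fluorescence quenching readout, ex 480/em 530 nm | Replication: Singlicate | Incubation: 15 min preincubation plus 25 min reaction at 25 °C | Evaluation: Percent inhibition from optical density relative to buffer-blank wells | Benchmarks: DMSO with and without IMP-1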
DNA FID counter: compounds displacing fluorescent DNA intercalator, primary screen, artefact control for HCV NS3 helicase inhibitor project, biochemical, FID fluorescence; inhibition, % at 7.9 µM; DNA fluorescent intercalator displacement; AID 1845, 2009; 290,000 compounds, 0.17% hits; in the data active = inhibition above about 37%;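 note: 0% = vehicle and 100% = reference compound; higher means more ethidium bromide displaced from hairpin DNA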
NS3 helicase inh: inhibitors of HCV NS3 helicase, primary screen, biochemical, Cy5 molecular beacon fluorescence; 290,000 compounds, 0.56% hits; Hepatitis C virus NS3 helicase; inhibition, % at 10.9 µM; NS3 helicase DNA unwinding; AID 1800, 2009;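 active = inhibition above the mean of all tested compounds plus 3 SD, set per campaign, cut at about 35% in these data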;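 note: 0% = DMSO wells and 100% = thioflavine S control wells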
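System: NS3 helicase fragment of HCV / Schedule: 1 h at 25 °C / Control set: DMSO alone as 0% and 110 µM thioflavine S as 100% / Reagent: Cy5/quencher beacon DNA duplex and ATP to start / Technique: Cy5 fluorescence / Replication: singlicate / Evaluation: % inhibition of end-to-start signal ratio versus controls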
VIM-2 inhibitor: VIM-2 metallo-beta-lactamase inhibitors, primary screen, biochemical, epi-absorbance readout, Pseudomonas aeruginosa enzyme; purified VIM-2, nitrocefin hydrolysis, epi-absorbance fluorescence; inhibition, % at 5.6 µM; 290,000 compounds, 0.89% hits;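 active = inhibition above the mean of all tested compounds plus 3 SD, cutoff set per screening run, cut at about 7.5% in these data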;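 note: red hydrolysis product quenches plate fluorescence so inhibitors raise well fluorescence; 0% = enzyme with DMSO and 100% = DMSO without enzyme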
MEKK2 WT-MEK5: modulators of MEK5 binding to wildtype MEKK2, primary screen, biochemical, multiplex bead flow cytometry, Alexa488-MEK5. Mitogen-activated protein kinase kinase kinase 2 (Homo sapiens), Q9Y2U5. Alexa488-MEK5 binding to MEKK2 WT; actives lie on both sides. binding response (% of control), % at 10 µM. 290,000 compounds, 1.1% hits. AID 1531, 2009; in the data active = binding response below about 67% or above about 130%
UBC9 SUMO inh: inhibitors of in vitro SUMOylation cascade, primary screen, biochemical, HTRF, uHTS; SUMO-conjugating enzyme UBC9 (Homo sapiens), P63279; HTRF SUMOylation assay, SAE1/SAE2 + UBC9; inhibition, % at 35 µM; 290,000 compounds, 0.36% hits; AID 2006, 2009; in the data active = inhibition above about 50%, passing the limit was not always enough; note: strong numbers were not always called active
Target sequence (P63279 whole entry, looked up): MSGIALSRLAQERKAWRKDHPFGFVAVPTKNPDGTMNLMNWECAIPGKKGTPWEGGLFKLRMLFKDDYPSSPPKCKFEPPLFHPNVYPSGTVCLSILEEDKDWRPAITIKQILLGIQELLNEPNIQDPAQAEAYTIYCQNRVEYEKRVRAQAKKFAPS
MEKK2 mut-MEK5: MEK5 binding signal on mutant MEKK2 PB1, primary screen, biochemical, multiplex bead flow cytometry, Alexa488-MEK5 | 290,000 compounds, 0.35% hits | Alexa488-MEK5 binding to MEKK2 mutant | percent response, % at 10 µM; in the data active = percent response above about 24%, passing the limit was not always enough; note: inactives centre near 1; some results filed as inactive read as strong as hits
* marks the source's active call; other numbers are inactive results; . = not tested or not shown; [ ] = remark or other dose.

Values run as follows: PfM18AAP inh | NALP1 inh | IMP-1 inh | DNA FID counter | NS3 helicase inh | VIM-2 inhibitor | MEKK2 WT-MEK5 | UBC9 SUMO inh | MEKK2 mut-MEK5
#1 CN1C(=O)C2(NC(=O)c3ccccc3N2C)c2ccccc21 (stereo not drawn)
    12.4 | . | -1.8 | -7.0 | -5.4 | 2.4 | 99.0 | 2.4 | -2.0
#2 Cc1ccc(NC(=O)OCCNC(=O)OC(C)C)cc1
    5.0 | 6.0 | -2.6 | -6.9 | 6.7 | -2.9 | 102.0 | 18.9 | 5.0
#3 COc1ccc2c3c(cccc13)C(=O)CC2
    23.2 | 21.2 | 15.5* | -99.5 | 12.4 | 17.2* | 90.0 | 0.0 | -5.0
#4 CC(C)c1ccc2[nH]c(O)c(N=NC(=O)c3cccc(S(=O)(=O)N4CCCCC4)c3)c2c1
    3.1 | 38.7 | -3.5 | -1.6 | -4.3 | 0.5 | 103.0 | -14.2 | 1.0
#5 CN1CCN(C2=NC(=O)/C(=C/c3ccccc3OS(=O)(=O)c3ccccc3)S2)CC1
    0.2 | 25.4 | -1.9 | -8.2 | -3.6 | -2.4 | 96.0 | 16.8 | 3.0
#6 Cc1cc(/C=C(\C#N)C(=O)Nc2ccccc2)c(C)n1-c1ccc2c(c1)OCO2
    -5.1 | 20.8 | -4.6 | 6.2 | -2.8 | -2.4 | 96.0 | 11.4 | 3.0
#7 O=C(Nc1ccccc1Cl)O/N=C(/c1ccccc1)c1ccccn1
    -0.6 | 0.7 | -3.4 | -4.7 | -1.0 | -3.0 | 102.0 | 32.1 | 2.0
#8 Cc1ccc(CCNC(=O)c2ccc3nc4ccccc4c(=O)n3c2)cc1
    -3.6 | -0.8 | -1.3 | -9.5 | -6.0 | 0.5 | 99.0 | 27.9 | 0.0
#9 CN(C)S(=O)(=O)c1cccc(-c2cn3ccccc3n2)c1
    3.7 | 9.0 | -2.6 | -7.2 | 10.1 | -1.8 | 101.0 | -4.5 | 4.0
#10 COc1ccc(/C=C2\CCn3c2nc2cc(C(=O)O)ccc2c3=O)cc1OC
    13.9 | . | -2.2 | -0.6 | 5.3 | -3.6 | 100.0 | 19.3 | 5.0
#11 O=C(N/N=C/c1cccc(NC(=O)c2ccc(Cl)cc2)c1)c1ccc(O)cc1
    -1.6 | . | 0.3 | -4.1 | -8.0 | -1.7 | 38.0*[inhibitor] | 11.2 | -13.0
#12 COC(=O)c1ccc(COc2ccc3c4c(c(=O)oc3c2)CCC4)o1
    5.7 | 5.3 | -3.2 | -10.1 | -7.2 | -0.6 | 93.0 | 23.1 | -3.0
#13 S=C(Nc1ccc2nsnc2c1)N1CCCC1
    1.5 | 11.4 | -2.6 | 3.6 | 8.4 | 0.8 | 98.0 | 93.0 | -4.0
#14 O=C1NC2(CCCCC2)C(=O)N1c1ccccc1
    -11.8 | -2.3 | -5.2 | -1.5 | 5.5 | -1.4 | 97.0 | 28.8 | 6.0
#15 COc1ccc(N(CC(=O)NCc2ccccc2C)S(=O)(=O)c2ccc(C)cc2)cc1OC
    -1.4 | -13.4 | -0.3 | -37.9 | -2.9 | 0.0 | 98.0 | 10.8 | -1.0
#16 CNC(=S)NNS(=O)(=O)c1ccc(OC)cc1OC
    7.3 | 20.4 | -2.7 | -3.1 | -1.3 | -2.7 | 102.0 | 1.1 | 1.0
#17 O=C(CC1(O)C(=O)Nc2ccccc21)c1cccnc1 (stereo not drawn)
    -2.7 | 11.5 | -2.5 | -2.2 | -0.4 | -1.4 | 102.0 | 9.0 | -1.0
#18 NS(=O)(=O)c1ccc(CNC(=O)CNC(=O)c2ccc(F)cc2)cc1
    1.5 | 9.2 | -4.4 | -3.3 | 10.2 | -3.1 | 95.0 | 26.7 | 5.0
#19 NC(=O)c1ccc(NC(=O)COC(=O)C(Cc2ccccc2)NC(=O)c2ccccc2)cc1 (stereo not drawn)
    2.1 | 1.3 | -1.2 | -14.3 | -20.1 | -0.6 | 94.0 | -3.3 | -1.0
#20 Cc1cc(C)c(S(=O)(=O)Nc2ccc[nH]c2=O)c(C)c1
    11.1 | 13.7 | -2.8 | -1.5 | 0.3 | -1.4 | 109.0 | 34.0 | 10.0

Entries shown so far containing a Cl atom (2):
Values run as follows: PfM18AAP inh | NALP1 inh | IMP-1 inh | DNA FID counter | NS3 helicase inh | VIM-2 inhibitor | MEKK2 WT-MEK5 | UBC9 SUMO inh | MEKK2 mut-MEK5
#7 O=C(Nc1ccccc1Cl)O/N=C(/c1ccccc1)c1ccccn1
    -0.6 | 0.7 | -3.4 | -4.7 | -1.0 | -3.0 | 102.0 | 32.1 | 2.0
#11 O=C(N/N=C/c1cccc(NC(=O)c2ccc(Cl)cc2)c1)c1ccc(O)cc1
    -1.6 | . | 0.3 | -4.1 | -8.0 | -1.7 | 38.0*[inhibitor] | 11.2 | -13.0

Further results follow:
Values run as follows: PfM18AAP inh | NALP1 inh | IMP-1 inh | DNA FID counter | NS3 helicase inh | VIM-2 inhibitor | MEKK2 WT-MEK5 | UBC9 SUMO inh | MEKK2 mut-MEK5
#21 COCCNC(=O)c1c[nH]c2ccc(S(=O)(=O)N(C)c3ccc(C)c(C)c3)cc2c1=O
    6.3 | -10.1 | -2.5 | -6.8 | -13.0 | -4.6 | 103.0 | 3.7 | 5.0
#22 Cc1cc(C)n(CCc2nc(-c3ccc(F)cc3)cs2)n1
    -1.4 | 22.4 | -2.3 | -24.9 | -6.6 | -0.9 | 104.0 | -6.9 | 2.0
#23 O=C(C[n+]1ccc(/C=N/O)cc1)NCc1ccccc1
    -0.6 | 4.3 | -3.1 | 3.7 | 4.1 | -1.9 | 97.0 | 8.7 | 1.0
#24 NS(=O)(=O)c1cccc(-n2cnnn2)c1
    1.1 | 15.5 | -2.8 | -0.3 | -3.7 | -0.6 | 103.0 | 1.9 | 4.0
#25 COc1cccc(/C=N/NC(=O)CNC(=O)c2ccc(S(=O)(=O)N3CCOCC3)cc2)c1OC
    -2.5 | 31.1 | -3.0 | -19.6 | 3.1 | -3.2 | 106.0 | 21.1 | 5.0
#26 CC(=O)c1cc2c(O)c(O)ccc2o1
    18.4 | -11.1 | -5.3 | -1.3 | 1.6 | -1.0 | 92.0 | -16.9 | -1.0
#27 C=CCn1c(SCc2nc3sc4c(c3c(=O)[nH]2)CCCC4)nc2ccccc2c1=O
    -8.1 | 22.4 | -0.2 | -0.4 | 0.8 | 1.2 | 97.0 | 1.0 | -1.0
#28 O=C(Nc1ccc(F)cc1F)N1CCN(CCc2ccccc2)CC1
    2.2 | . | -1.5 | -7.0 | 6.1 | -2.4 | 96.0 | -3.6 | -3.0
#29 COc1ccc(N2CCN(CCCNC(=O)c3ccc(CS(=O)(=O)c4ccc(OC)cc4)o3)CC2)cc1
    3.6 | 10.2 | -1.7 | 11.3 | -31.2 | -1.4 | 109.0 | 6.4 | -1.0
#30 Nc1nnnn1/N=C/c1ccc(O)cc1
    1.4 | 6.0 | -2.2 | 1.4 | -2.7 | -3.6 | 92.0 | 10.3 | -3.0
#31 CCN1C(=O)C2(C(C#N)=C(N)Oc3n[nH]c(-c4ccccc4)c32)c2ccccc21 (stereo not drawn)
    -2.3 | 9.8 | -3.5 | -33.8 | 0.2 | -3.1 | 99.0 | 7.1 | -3.0
#32 CCOC(=O)c1c(NC(=O)C(Sc2ccccc2)c2ccccc2)sc(C(=O)N(C)C)c1C (stereo not drawn)
    2.8 | 21.8 | -1.7 | -28.2 | -18.0 | -2.9 | 104.0 | -21.9 | 0.0
#33 CC(C)(C)NC(=O)CSc1nc(O)cc(=O)[nH]1
    -3.6 | 15.4 | -1.3 | -11.0 | -1.1 | -2.8 | 93.0 | 9.1 | -1.0
#34 COc1ccccc1CNC(=O)CSc1nc(C)cs1
    -13.6 | 4.3 | -2.8 | -1.1 | 13.3 | -2.0 | 94.0 | -1.1 | 3.0
#35 CSc1cc(N2CCOCC2)nc(-c2ccccc2Cl)n1
    -18.3 | 48.8 | -3.9 | -0.6 | -8.2 | -2.1 | 105.0 | -1.7 | -1.0
#36 CCOC(=O)C1(CCCc2ccccc2)CCN(CC(O)CO)CC1 (stereo not drawn)
    2.5 | 18.2 | 0.3 | 14.1 | -14.9 | -1.3 | 104.0 | 1.8 | -5.0
#37 COc1cccc(OCCSc2nc3ccccc3c(=O)[nH]2)c1
    -1.8 | 14.6 | -1.1 | 3.1 | -14.0 | -1.2 | 101.0 | 0.8 | -2.0
#38 Cc1ccc(C)c(NC(=O)C(C)N2C(=O)c3ccccc3C2=O)c1 (stereo not drawn)
    1.8 | -143.7 | 0.2 | -3.2 | 2.8 | -0.4 | 103.0 | 1.2 | 3.0
#39 O=C(CSc1nnc(-c2ccco2)o1)NC(=O)C1COc2ccccc2O1 (stereo not drawn)
    -2.4 | -0.9 | -0.1 | -4.8 | -2.3 | -0.2 | 91.0 | 11.6 | 1.0
#40 COc1ccc(/C=N/NC(=O)c2ccncc2)cc1CN1CCN(c2ccc(F)cc2)CC1
    -7.3 | -5.7 | -1.8 | -4.3 | -6.7 | -1.5 | 98.0 | 27.8 | -5.0
#41 COc1ccccc1NC(=O)N(CCN1CCCC1)Cc1cc2cc(C)ccc2[nH]c1=O
    0.4 | . | -3.9 | 7.2 | -10.2 | -1.7 | 108.0 | . | 5.0
#42 Nc1c(C(=O)OCC2CCCO2)c2nc3ccccc3nc2n1C1CCCC1 (stereo not drawn)
    1.2 | 6.2 | -2.2 | -29.5 | 22.0 | -0.2 | 92.0 | 27.0 | -6.0
#43 Cc1cc2c(nn1)CCc1nonc1-2
    -3.0 | 16.5 | -3.6 | 3.4 | -7.1 | -2.8 | 104.0 | -2.4 | 3.0
#44 O=S(=O)(c1ccccc1)c1ccc(C(F)(F)F)cn1
    1.7 | -5.2 | -0.9 | -8.5 | 5.0 | -0.8 | 58.0 | 0.6 | -16.0
#45 Cc1cc([N+](=O)[O-])ccc1Nc1nc2ccccc2n2cnnc12
    1.9 | 26.1 | -3.1 | -0.6 | 1.4 | 4.7 | 106.0 | 14.4 | 12.0
#46 COc1ccccc1NC(=O)C(Sc1ccccc1)c1ccccc1 (stereo not drawn)
    -3.9 | 14.8 | -4.2 | -12.6 | -3.9 | -1.6 | 103.0 | -18.1 | -1.0
#47 CC/C(=N\NC(=S)NC(C)C)c1ccc(OC(F)F)cc1
    16.3 | 13.6 | -2.4 | -6.6 | -2.5 | -3.2 | 96.0 | -6.7 | -2.0
#48 CCC(Sc1nc2ccccc2c(=O)n1CCN1CCOCC1)C(=O)NCc1cccnc1 (stereo not drawn)
    -20.2 | 10.5 | 1.9 | -12.7 | 1.4 | 2.0 | 94.0 | 11.8 | -7.0

Assay outcomes from PubChem.
